mcGAS lum – cyclic GMP-AMP synthase inhibitors, mouse, primary biochemical chemiluminescence | Q8C6L5 | recombinant cGAS, Kinase-Glo ATP depletion luminescence | inhibition, % at 12.5 µM | hit rate 0.15% among 160,000;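 further: 0% = negative control wells and 100% = reference inhibitor with no enzyme activity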
NPYLR7 agonist – agonists of mosquito NPYLR7 receptor, primary screen, cell-based, Aedes aegypti, calcium fluorescence, mosquito biting behavior | Aedes aegypti neuropeptide Y-like receptor 7 (NPYLR7) | HEK293T NPYLR7/Galpha15, GCaMP6s calcium fluorescence | activation, % at 10 µM | hit rate 0.15% among 270,000; in the data active means activation above about 40%;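 further: 0% = vehicle and 100% = reference agonist at the receptor; some compounds past the cut are filed as inactive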
hcGAS inh – Primary biochemical luminescence assay for human cyclic GMP-AMP synthase inhibitors; inhibition, % at 12.5 µM; recombinant h-cGAS, ATP depletion, Kinase-Glo luminescence; hit rate 0.081% among 290,000; Q8N884;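 further: 0% = vehicle reaction and 100% = reaction without DNA for no activity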
Target sequence (Q8N884 whole entry, looked up): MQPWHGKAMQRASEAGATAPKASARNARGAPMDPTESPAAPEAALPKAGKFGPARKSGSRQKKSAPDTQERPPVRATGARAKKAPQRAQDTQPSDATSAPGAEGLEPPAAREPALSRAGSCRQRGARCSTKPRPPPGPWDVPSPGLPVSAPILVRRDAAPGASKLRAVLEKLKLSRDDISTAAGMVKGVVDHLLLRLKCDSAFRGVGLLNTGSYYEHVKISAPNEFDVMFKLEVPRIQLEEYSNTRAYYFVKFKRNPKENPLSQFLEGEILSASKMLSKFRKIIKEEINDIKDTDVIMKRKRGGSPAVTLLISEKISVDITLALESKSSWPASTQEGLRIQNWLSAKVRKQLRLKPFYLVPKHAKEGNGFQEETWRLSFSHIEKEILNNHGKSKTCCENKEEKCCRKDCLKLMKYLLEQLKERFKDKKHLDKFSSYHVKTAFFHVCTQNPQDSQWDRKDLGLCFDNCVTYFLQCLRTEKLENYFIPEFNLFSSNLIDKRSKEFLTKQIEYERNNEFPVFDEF
Starred values were filed as active, the others as inactive; . = not tested or not shown; & = joins results of further samples. Unless noted, no stated cut-off is given here; in the data, active means inhibition above about 40%; inactive means the rest.

Preview:
1: Cc1cccc(CSc2nc(N)c(NC(=O)c3ccco3)c(=O)[nH]2)c1
2: O=C(c1ccc2cc[nH]c2c1)N1CCOC(COc2ccc(F)cc2)C1 (centres undefined)
3: CN(Cc1ccc(S(C)(=O)=O)cc1)Cc1cccc2cnccc12
4: CCOC(=O)C1(Cc2ccccc2)CCCN(Cc2ccc(C#CCCO)cc2)C1 (centres undefined)
5: Cc1nc2ccc(C(=O)N(Cc3c(C)nn(C)c3C)C(C)C)cc2[nH]1
6: CC(=O)N1CCN2C(=O)N(C(C)C)C(=O)[C@H]2C1
7: COc1ccc(-c2ccc(S(N)(=O)=O)cc2F)c2ccc(C)nc12
8: O=C(NCc1ccncc1)c1c(O)c2ccccc2[nH]c1=O
9: COC(C)c1noc(CN(C)C(=O)NCc2cc3ccccc3o2)n1 (centres undefined)
10: C=CCN1CC(c2nc(CC(C)C)nn2-c2ccc(OC)cc2)CCC1=O (centres undefined)
Screen / compound no.	1	2	3	4	5	6	7	8	9	10
mcGAS lum	-8	-8	.	-4	-11	-5	.	3	3	-11
NPYLR7 agonist	3	27	6	12	0	-10	-1	5	-2	21
hcGAS inh	-5	-4	-2	-2	-9	-2	-5	3	4	-8

11: CC1(C(=O)NS(=O)(=O)Cc2ccccc2)CCN1C(=O)C1CCCCC1 (centres undefined)
12: C[C@@H]1CN(CC2CCCCO2)CC(C(N)=O)O1 (some centres undefined)
13: Cc1ccc(S(=O)(=O)N(C)C2(C)CCS(=O)(=O)C2)cc1 (centres undefined)
14: O=C1NCC(=O)N2CCN(C(=O)CCc3nc4ccccc4s3)CC12 (centres undefined)
15: CC1CCCN1C(=O)c1ccc(-c2ccc(Oc3ccccc3)cc2)s1 (centres undefined)
Screen / compound no.	11	12	13	14	15
mcGAS lum	.	.	.	.	-8
NPYLR7 agonist	5	-1	-2	-1	5
hcGAS inh	-6	-11	0	-3	-7

The listing, from the start:
1: Cc1cccc(CSc2nc(N)c(NC(=O)c3ccco3)c(=O)[nH]2)c1
2: O=C(c1ccc2cc[nH]c2c1)N1CCOC(COc2ccc(F)cc2)C1 (centres undefined)
3: CN(Cc1ccc(S(C)(=O)=O)cc1)Cc1cccc2cnccc12
4: CCOC(=O)C1(Cc2ccccc2)CCCN(Cc2ccc(C#CCCO)cc2)C1 (centres undefined)
5: Cc1nc2ccc(C(=O)N(Cc3c(C)nn(C)c3C)C(C)C)cc2[nH]1
6: CC(=O)N1CCN2C(=O)N(C(C)C)C(=O)[C@H]2C1
7: COc1ccc(-c2ccc(S(N)(=O)=O)cc2F)c2ccc(C)nc12
8: O=C(NCc1ccncc1)c1c(O)c2ccccc2[nH]c1=O
Screen / compound no.	1	2	3	4	5	6	7	8
mcGAS lum	-8	-8	.	-4	-11	-5	.	3
NPYLR7 agonist	3	27	6	12	0	-10	-1	5
hcGAS inh	-5	-4	-2	-2	-9	-2	-5	3

9: COC(C)c1noc(CN(C)C(=O)NCc2cc3ccccc3o2)n1 (centres undefined)
10: C=CCN1CC(c2nc(CC(C)C)nn2-c2ccc(OC)cc2)CCC1=O (centres undefined)
11: CC1(C(=O)NS(=O)(=O)Cc2ccccc2)CCN1C(=O)C1CCCCC1 (centres undefined)
12: C[C@@H]1CN(CC2CCCCO2)CC(C(N)=O)O1 (some centres undefined)
13: Cc1ccc(S(=O)(=O)N(C)C2(C)CCS(=O)(=O)C2)cc1 (centres undefined)
14: O=C1NCC(=O)N2CCN(C(=O)CCc3nc4ccccc4s3)CC12 (centres undefined)
15: CC1CCCN1C(=O)c1ccc(-c2ccc(Oc3ccccc3)cc2)s1 (centres undefined)
16: CCN(CC(=O)Nc1ccc(OC)cc1)c1ncnc2c1cnn2C
Screen / compound no.	9	10	11	12	13	14	15	16
mcGAS lum	3	-11	.	.	.	.	-8	.
NPYLR7 agonist	-2	21	5	-1	-2	-1	5	-5
hcGAS inh	4	-8	-6	-11	0	-3	-7	-6

17: CCCn1c(C)cc(CNCCSCc2cccs2)c1C
18: COc1ccccc1C1CC(c2cccs2)=NN1c1nc(-c2ccccc2)c2cc(Cl)ccc2n1 (centres undefined)
19: COCc1nc2cc(NCc3cc(C#N)cs3)ccc2o1
20: O=C(NCCC1CCCCC1)c1ncncc1Cl
21: Cc1ccc(C(CC(=O)N2CCNCC2)c2ccccc2)c(O)c1C (centres undefined)
22: COc1cccc(-c2cc(C(=O)N3CCCCC3)n3nc(C(C)(C)C)cc3n2)c1
23: Cc1noc(C)c1CN(C)Cc1ccc(S(C)(=O)=O)cc1
24: O=C(c1ccc(Cl)cc1Cl)N1CCCC(OCc2cccc(C(F)(F)F)c2)C1 (centres undefined)
Screen / compound no.	17	18	19	20	21	22	23	24
mcGAS lum	.	3	-16	-13	.	-5&-1	.	.
NPYLR7 agonist	-5	-6	6	-6&22	6	8&3	9	-2
hcGAS inh	-4	3	-11	-3&-13	-4	-5&4	-1	-5

25: CCCN(Cc1ccc(C(O)(c2ccccc2)c2ccccc2)o1)Cc1ccccc1OC
26: Cc1ccc2nc(CNc3nncc(-c4ccc5c(c4)OCO5)n3)cn2c1
27: COc1ccccc1NC(=O)N1CCc2cc(OC)c(OC)cc2C1CNC(=S)Nc1cccc(C)c1 (centres undefined)
28: NCCCCC(N)C(=O)NC(Cc1ccc(O)cc1)C(=O)NC(CCCCN)C(=O)O (centres undefined)
29: O=C(Nc1ccccc1[N+](=O)[O-])c1cc(-c2ccccc2)nc2ccccc12
30: CCOC(=O)NN=C(C1CC1)C1CC1
31: CC(C)c1cc(C(=O)NCc2ccc(OC3CCCC3)nc2)n[nH]1
32: Cc1ccc(NC(=O)C2(C)CCN2CC(C)C)cc1C (centres undefined)
Screen / compound no.	25	26	27	28	29	30	31	32
mcGAS lum	.	.	-5	-4	-4	-6	-5	-8
NPYLR7 agonist	-6	6	4	-9	-4	3	0	4
hcGAS inh	-4	-1	-12	-4	-2	-4	0	-13

33: O=C(C1=C(O)C(=O)N(CCN2CCOCC2)C1c1ccc(Cl)c(Cl)c1)c1ccco1 (centres undefined)
34: O=c1c(CN(Cc2ccsc2)CC2CCCO2)coc2ccccc12 (centres undefined)
35: CC1Cc2cc(-c3cc(CNC(=O)c4ccc(S(=O)(=O)N(C)C)cc4)no3)ccc2O1 (centres undefined)
36: CC(=O)c1cc(C(=O)OCC(=O)NCc2ccc(C)cc2)c2ccccn12
37: O=C(CCC1CCN(C(=O)C2=CCCCC2)CC1)Nc1ccccc1
38: CCCc1nc2c3ccccc3ncn2n1
39: CCOC(=O)N1CCC(NC(=O)C(C(C)C)N2CCc3ccccc3C2)CC1 (centres undefined)
40: CCCCc1nn(CC(=O)NC2COC3(CCCC3)C2)c(=O)n1CC (centres undefined)
Screen / compound no.	33	34	35	36	37	38	39	40
mcGAS lum	-5	.	1	-9	-3	.	.	-7
NPYLR7 agonist	-4	-2	15	3	-9	-1	-7	.
hcGAS inh	0	0	2	-5	-10&-3	3	-4	-11

Shown with each value named: part of the list above
20: O=C(NCCC1CCCCC1)c1ncncc1Cl
  mcGAS lum = -13
  NPYLR7 agonist = -6&22
  hcGAS inh = -3&-13
29: O=C(Nc1ccccc1[N+](=O)[O-])c1cc(-c2ccccc2)nc2ccccc12
  mcGAS lum = -4
  NPYLR7 agonist = -4
  hcGAS inh = -2

Later entries.
41: CC(Cc1ccc2c(c1)OCO2)CN1CCC(N2CCC(C(=O)NC3CC3)CC2)CC1 (centres undefined)
42: O=C1OC(/C=C/c2cccc(Cl)c2Cl)=NC/1=C/c1ccccc1[N+](=O)[O-]
43: C=CCNC(=O)CSc1nnc(Nc2ccccc2Cl)s1
44: O=C(CSc1nnnn1C1CC1)N(C1=CCCCC1)C1CC1
45: COC(=O)c1ccc(N2C(=O)CSC2c2cccnc2)cc1 (centres undefined)
46: O=C(c1cnc2c(O)cccn2c1=O)N1CCOC(C(F)(F)F)C1 (centres undefined)
47: CC(=O)OC(C(=O)N1CCCN(Cc2cc(=O)c(OCc3ccc(C(C)(C)C)cc3)co2)CC1)c1ccccc1 (centres undefined)
48: Fc1ccccc1Nc1n[nH]c(=S)s1
Screen / compound no.	41	42	43	44	45	46	47	48
mcGAS lum	-3	.	.	-12	1	.	-4	.
NPYLR7 agonist	-4	-3	9	4	-10	-6	16	-2
hcGAS inh	-5	-4	-5	-10	4	-3	-7	0

49: O=c1c2ccccc2nc2n1N=C(c1ccc(Br)cc1)CS2
50: COC(=O)C(C)NC(=O)C(C)C (centres undefined)
51: COc1ccc(-c2nc3n(n2)C(c2ccccc2Cl)C(C(=O)Nc2cccnc2)=C(C)N3)cc1 (centres undefined)
52: C=CCn1nc(C(=O)N2CCOCC2)c2c1CCC(NCc1nc(-c3ccccc3)cs1)C2 (centres undefined)
53: Clc1ccccc1-c1nnc2sc(-c3ccncc3)nn12
54: O=C(NCCC1=CCCCC1)c1ccc(-c2ccc3c(c2)OCO3)s1
55: COc1ccc(-n2ccnc2-c2cccc(OC)c2OC)cn1
56: CC(=O)c1c(C)[nH]c(C(=O)C(C)N2CCN(CC(=O)N3CCCCCC3)CC2)c1C (centres undefined)
Screen / compound no.	49	50	51	52	53	54	55	56
mcGAS lum	.	.	.	-16	.	3	0	.
NPYLR7 agonist	11	-12	3	10	6	-8	0	6
hcGAS inh	-1	1	-8	-3	3	3	-4	-4

57: COc1ccc(Cl)cc1-c1cnccc1N
58: Cc1cc(C)cc(N2C(=O)CSC2c2cccc(NC(=O)/C=C/c3ccccc3)c2)c1 (centres undefined)
59: CCOC1(OCC)N=C(N)C2(C#N)C3(CCCCC3)C12C#N (centres undefined)
60: Cn1ccc(NC(=O)CN2CCCC(CCc3ccc(F)cc3)C2)n1 (centres undefined)
61: Cc1noc(C)c1C(=O)NCC(C)(C)C(N)=O
62: Cc1cccc(CC(=O)Nc2c(C)nc3sccn3c2=O)c1
63: COc1ccc(NC(=O)N(Cc2ccco2)C(C)c2nc3ccccc3c(=O)n2-c2ccccc2)cc1 (centres undefined)
Screen / compound no.	57	58	59	60	61	62	63
mcGAS lum	.	-5	0	-11	.	-5	-8
NPYLR7 agonist	-3	34	6	3	5	4	1
hcGAS inh	-4	-11	6	-7	-6	-4	-6

Compound activity from PubChem.
